Screens deposited in PubChem BioAssay by several laboratories.
BAP1 inh: inhibitors of BAP1 deubiquitinase, primary screen, biochemical, Ub-AMC fluorescence, kinetic; Ubiquitin carboxyl-terminal hydrolase BAP1 (Homo sapiens), Q92560; 72,000 tested, 0.48% active; activity remaining (% of control), % at 20 µM; AID 436, 2006; recombinant BAP1, Ub-AMC hydrolysis fluorescence kinetic; stronger effect = lower value;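 active = activity remaining at or below 50% of control, provided the compound also passes the data quality filters; inactive = the rest, including low values that fail the filters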;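 also: 100% = DMSO wells rate and 0% = substrate alone blank rate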
Target sequence (Q92560 whole entry, looked up): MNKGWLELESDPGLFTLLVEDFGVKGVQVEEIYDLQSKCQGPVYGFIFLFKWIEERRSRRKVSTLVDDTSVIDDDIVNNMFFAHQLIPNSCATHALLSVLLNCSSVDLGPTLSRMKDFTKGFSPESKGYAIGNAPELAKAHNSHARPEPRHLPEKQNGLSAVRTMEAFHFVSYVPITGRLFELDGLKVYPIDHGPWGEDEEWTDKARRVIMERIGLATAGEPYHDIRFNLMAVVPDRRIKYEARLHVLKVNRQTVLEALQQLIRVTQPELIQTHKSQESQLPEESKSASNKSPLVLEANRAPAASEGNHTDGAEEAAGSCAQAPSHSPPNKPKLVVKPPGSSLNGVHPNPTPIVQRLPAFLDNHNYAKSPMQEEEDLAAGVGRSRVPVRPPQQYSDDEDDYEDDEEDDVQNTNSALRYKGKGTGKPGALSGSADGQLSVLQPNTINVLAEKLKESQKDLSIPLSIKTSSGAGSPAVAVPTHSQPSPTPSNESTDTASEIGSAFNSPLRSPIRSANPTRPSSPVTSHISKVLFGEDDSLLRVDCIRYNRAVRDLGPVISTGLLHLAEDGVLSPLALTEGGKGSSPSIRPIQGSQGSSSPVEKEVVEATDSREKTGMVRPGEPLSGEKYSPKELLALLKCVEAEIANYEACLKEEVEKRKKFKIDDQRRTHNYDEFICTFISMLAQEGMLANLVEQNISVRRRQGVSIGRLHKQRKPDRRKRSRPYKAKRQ
HePTP inhibitor: inhibitors of human HePTP phosphatase, primary screen, biochemical, absorbance, leukemia target; inhibition, % at 20 µM; 110,000 tested, 0.64% active; recombinant HePTP phosphatase activity, OD absorbance; AID 521, 2006; in the data active = inhibition above about 50%;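 also: plate controls were vehicle for no effect and reference inhibitor for full effect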
Target sequence (P35236 whole entry, looked up): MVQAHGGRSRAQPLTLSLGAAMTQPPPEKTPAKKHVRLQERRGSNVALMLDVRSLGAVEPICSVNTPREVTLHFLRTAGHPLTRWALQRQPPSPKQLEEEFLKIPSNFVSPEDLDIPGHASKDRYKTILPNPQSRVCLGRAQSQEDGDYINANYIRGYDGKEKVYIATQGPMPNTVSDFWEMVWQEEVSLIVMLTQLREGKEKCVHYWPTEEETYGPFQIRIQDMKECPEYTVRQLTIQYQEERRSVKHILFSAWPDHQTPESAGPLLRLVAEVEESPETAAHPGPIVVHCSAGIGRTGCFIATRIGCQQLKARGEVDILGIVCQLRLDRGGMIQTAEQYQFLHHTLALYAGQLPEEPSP
An asterisk follows results filed as active; x = no result given; & = joins results of further samples.

Results follow in this order: BAP1 inh	HePTP inhibitor
CCN1CCN(C(=O)COc2ccc(C34CC5CC(CC(C5)C3)C4)cc2)CC1
  x	3.9
CC(=O)c1ccc(OC(NC(=O)c2cccc(C)c2)C(Cl)(Cl)Cl)cc1 (stereo not given)
  x	7.9
CCC(=O)OC1(c2cccc(C)c2)CC(C)N(C)CC1C (stereo not given)
  102.4	2.9
Nc1c(C(=O)OC2CCCCC2)c2nc3ccccc3nc2n1CC1CCCO1 (stereo not given)
  612.9	5.8
O=C(C1CC(c2ccc(Cl)c(Cl)c2)=NO1)N1CCC2(CC1)OCCO2 (stereo not given)
  88.8	5.9
O=C(NCc1ccc(C(=O)N2CCC3(CC2)OCCO3)cc1)c1ccc2c(c1)OCO2
  118.0	2.7
O=C(CN1CC(c2ccccc2)CC1=O)Nc1cccc(F)c1 (stereo not given)
  85.9	2.9
CCCNC(=O)N1C2CCC1CC(O)(c1cccnc1)C2 (stereo not given)
  98.6	7.9
N#CC(C#N)=Cc1ccc(O)c(O)c1
  79.3	x
CC(=O)Oc1ccc(OC(C)=O)c2c1C1(Cl)C(Cl)=C(Cl)C2(Cl)C1(Cl)Cl
  162.2	x
Cc1ccc(-n2c(O)c(C=NC3CCCCC3N)c(=O)[nH]c2=O)cc1C (stereo not given)
  99.6	-3.3
O=C(Cc1ccccc1)OC(COCc1ccccc1)CN1CCOCC1 (stereo not given)
  106.2	-2.1
CC[C@@H](CO)NC(=O)[C@@H]1C=C2c3cccc4c3c(cn4C)C[C@H]2N(C)C1
  66.5&67.4	5.0
C=CCN1C(=O)NC(=O)C(=Cc2cccn2C)C1=O
  x	6.0
CN(C)C1=C(C#N)C(c2ccccc2)=NP(N(C)C)(N(C)C)=N1
  103.4	-4.8
CC(=O)Nc1ccc(OC(=O)N2CCCCC2)cc1
  89.8	-1.3
CCSc1nnc([C@@H](N)Cc2c[nH]c3ccccc23)o1
  93.9	9.0
O=C(Cc1ccccc1)N1CCN(Cc2ccco2)CC1
  x	5.3
O/N=C1\CCC2CN(C3CCCCC3)CC2C1 (stereo not given)
  89.2	-11.7
CN1CCc2nc(SCC(=O)OC(C)(C)C)c(C#N)cc2C1
  188.7	3.4
Cc1cc(NC(=O)CCC(=O)N2CCC3(CC2)OCCO3)no1
  102.9	2.2
O=C(CN1CCOCC1)c1ccc2cc[nH]c2c1
  79.0	-5.0
CCCN(CCC)C1CCc2ccc(O)cc2C1 (stereo not given)
  89.8	x
O=[N+]([O-])c1ccccc1CNCCc1ccc(F)cc1
  x	-12.0
O=C(CN1CC(c2ccccc2)CC1=O)NCc1ccc(F)cc1 (stereo not given)
  87.7	1.6
CC(C)(C)P(=O)(c1ccncc1)N1CCCC1 (stereo not given)
  96.5	12.6
COc1ccc(-n2c(O)c(C(C)=NCc3ccco3)c(=O)[nH]c2=O)cc1
  100.7	-0.2
CCOC(=O)C(O)(c1ccc(N)c(OC)c1)C(F)(F)F (stereo not given)
  121.8	-2.2
O=C(c1cc(-c2cccnc2)nc2ccccc12)N1CCC2(CC1)OCCO2
  103.9	-0.8
O=C(c1cc(-c2ccncc2)nc2ccccc12)N1CCC2(CC1)OCCO2
  100.9	3.4
O=c1oc2ccccc2c2c1C(c1cccc(F)c1)c1c(c3ccccc3oc1=O)O2
  x	9.6
O=c1[nH]ncc(N2CCOCC2)c1Cl
  101.8	x
Cc1cc(Br)ccc1N1C(=O)CC(=O)NC1=O
  99.0	1.5
COC(=O)C(O)(c1ccc(NC(=O)c2ccco2)c(OC)c1)C(F)(F)F (stereo not given)
  100.1	6.2
CN1C(=O)NC(=O)/C(=C\c2ccc(Br)s2)C1=O
  x	8.7
CCOC(=O)c1c(NC(=O)C23CC4CC(CC(C4)C2)C3)sc2c1CCCC2
  x	6.0
C[N+]1(C)C2CCC1CC(OC(=O)c1c[nH]c3ccccc13)C2 (stereo not given)
  94.9	x
NC1CCCCC1N=Cc1c(O)n(Cc2ccc(F)cc2)c(=O)[nH]c1=O (stereo not given)
  80.4	11.5
CC1=C(C(=O)Nc2ccccc2)SCCO1
  111.0	2.3
NC(CP(=O)(O)O)C(=O)O (stereo not given)
  96.7	x
CN1CC[C@@]23CCCC[C@@H]2[C@@H]1Cc1ccc(O)cc13
  112.0	-4.7
O=c1[nH]c(=O)n(Cc2ccccc2)c(O)c1C=Nc1ccc(CN2CCOCC2)cc1
  x	-5.9
COC(=O)c1[nH]cnc1C(=O)Nc1ccc(Br)cc1C(=O)c1ccccc1
  x	-0.4
Cc1nc2ccccc2c(=O)n1-c1cccc(O)c1
  90.2	11.2
COC(=O)c1ccc(N2C(=O)CC(N3CCC(n4c(=O)[nH]c5ccccc54)CC3)C2=O)cc1 (stereo not given)
  126.6	-1.6
CCc1cc(C)cc(OCCOc2ccccc2C=C2C(=O)NC(=S)NC2=O)c1
  x	-2.6
CC1CCCCN1CC(=O)c1ccc2cc[nH]c2c1 (stereo not given)
  88.6	7.0
O=[N+]([O-])c1ccc(N2CCNCC2)cc1NCCc1ccccc1
  x	-9.0
Cc1ccc(-c2nc3ccccc3c(=O)n2-c2ncccc2C)cc1
  x	-1.6
O=[N+]([O-])c1ccc(CN2CCN(Cc3cccc(Br)c3)CC2)cc1
  x	3.4
CCCCN1C(=O)NC(=O)C2(Cc3ccccc3N3CCOCC32)C1=O (stereo not given)
  98.7	8.7
CC(C)COP(C)(=S)/C(C#N)=C(\OC(=O)c1ccccc1)c1ccccc1 (stereo not given)
  x	2.3
Cc1cccc(OP(=O)(Oc2ccccc2)Oc2cccc(C)c2)c1
  x	-6.3
Nc1c(C(=O)NC2CCCC2)c2nc3ccccc3nc2n1CC1CCCO1 (stereo not given)
  63.3	11.2
CCCC(=O)C1C(=O)NC(=O)NC1=O
  99.5	-3.8
COc1cccc(CNC2CN3CCC2CC3)c1OC (stereo not given)
  104.2	5.1
CCC(=NC1CCN(Cc2ccccc2)CC1)c1c(O)[nH]c(=O)[nH]c1=O
  105.7	4.0
COc1ccccc1-n1c(C=C2C(=O)Nc3ccccc32)nc2ccccc2c1=O
  x	7.1
Cc1ccc2nsnc2c1-n1c(C)nc2ccccc2c1=O
  101.5	-4.6
O=P1(Nc2ccc(F)cc2)COc2ccccc2OC1
  100.3	-2.3

The listing continues.
Results follow in this order: BAP1 inh	HePTP inhibitor
Cc1nn(-c2ccccc2)c2c1C(c1ccc3c(c1)OCO3)SCC(=O)N2 (stereo not given)
  144.5	5.2
O=C(Nc1cccc(OC(=O)N2CCCCC2)c1)N1CCCCC1
  85.7	-4.9
CN1C(=O)NC(=O)/C(=C\c2ccc([N+](=O)[O-])o2)C1=O
  x	96.6*
C=CCn1c(O)c(C(CC)=Nc2ccccc2NC(C)=O)c(=O)[nH]c1=O
  110.8	5.3
CN(C)c1ccc(/C=C/c2nc3ccccc3c(=O)n2-c2ccccn2)cc1
  x	-9.5
Cc1ccc(-n2c(-c3ccco3)nc3ccccc3c2=O)c(C)c1
  x	2.5
Cc1cc(OCc2ccccc2)c2c3c(c(=O)oc2c1)CCC3
  x	-9.5
COC(=O)C(O)(c1ccc2c(c1)CCCN2)C(F)(F)F (stereo not given)
  92.2	-5.3
CCCNS(=O)(=O)c1ccc(OCC(=O)N2CCN(Cc3ccc4c(c3)OCO4)CC2)cc1
  101.6	3.0
Nc1c(C(=O)NCc2ccco2)c2nc3ccccc3nc2n1CCN1CCCCC1
  76.0	10.9
CN(C)CP(=O)(Nc1ccccc1)N(C)C (stereo not given)
  108.4	-6.1
COC(=O)[C@@H](N)CCCN=C(N)N[N+](=O)[O-]
  96.6	x
O=[N+]([O-])c1ccc(CNCCc2cccc(F)c2)cc1
  x	1.8
O=C(COc1ccccc1[N+](=O)[O-])Nc1ccc(Cl)cc1C(=O)c1ccccc1
  x	4.4
C[C@]12CC[C@H](OS(=O)(=O)O)CC1=CC[C@@H]1[C@@H]2CC[C@]2(C)C(=O)CC[C@@H]12
  89.9	x
OC1CCCCC1N1CCC(c2ccccc2)CC1 (stereo not given)
  95.8	x
O=C1NC(=O)[C@]2(Cc3ccccc3N3CCN(c4ccccc4)CC32)C(=O)N1Cc1ccccc1 (stereo not given in full)
  x	-0.5
COc1cc2[nH]c(=O)n(-c3cccc(Cl)c3)c(=O)c2cc1OC
  102.6	5.2
Cn1c(O)c(C=Nc2ccc(Cl)cc2)c(=O)n(C)c1=O
  x	-3.6
O=C(O)C1CSC(c2cccnc2)N1 (stereo not given)
  106.7	2.3

Another view of 3 compounds above.
compound,BAP1 inh,HePTP inhibitor
O=C1NC(=O)[C@]2(Cc3ccccc3N3CCN(c4ccccc4)CC32)C(=O)N1Cc1ccccc1 (stereo not given in full),x,-0.5
COc1cc2[nH]c(=O)n(-c3cccc(Cl)c3)c(=O)c2cc1OC,102.6,5.2
Cn1c(O)c(C=Nc2ccc(Cl)cc2)c(=O)n(C)c1=O,x,-3.6

Next results.
Results follow in this order: BAP1 inh	HePTP inhibitor
c1ccc2c(CN3CCCCCCC3)c[nH]c2c1
  108.7	-1.4
NC(=O)CN1CCCC1=O
  100.1	x
Cc1ccc(N2C(=O)CC(=O)NC2=O)cc1
  112.7	2.3
Cc1cc(NC(=O)COC(=O)c2c(C)nn(Cc3ccccc3)c2Cl)no1
  78.6	3.3
c1ccc2c(CN3CCN(C4CCCCC4)CC3)c[nH]c2c1
  85.7	5.5
O=c1[nH]c(=O)n(Cc2ccccc2)c(O)c1C=NCCN1CCNCC1
  83.7	-1.1
COc1cc(C=C2C(=O)N(C)C(=O)N(C)C2=O)ccc1OCCOc1ccccc1
  x	10.6
C/C=C(/C)C(=O)O[C@H]1C(C)=C2[C@H]([C@@H]1OC(=O)CCCCCCC)[C@@](C)(OC(C)=O)C[C@H](OC(=O)CCC)[C@@]1(O)[C@H]2OC(=O)[C@@]1(C)O
  60.5	x
C[N+]1(C)C2CC(OC(=O)[C@H](CO)c3ccccc3)CC1C1OC12 (stereo not given in full)
  99.8&106.1	x
Cc1nccc2c1[nH]c1ccccc12
  71.2	x
O=C(O)C(O)(c1ccccc1)C1CCCC1 (stereo not given)
  98.6	-4.6
CC(Cc1ccccc1)[n+]1cc(/N=C(\N)[O-])on1 (stereo not given)
  84.4	7.9
CC(C)(C)c1ccc(OCCOc2cccc(C=C3C(=O)NC(=S)NC3=O)c2)cc1
  x	-2.3
CC(=O)N1CC(=O)Nc2ccc(Cl)cc2C1c1ccc(F)cc1 (stereo not given)
  89.2	3.2
N#C/C(=C\c1ccccc1)C(=O)Nc1ccc([N+](=O)[O-])cc1C(=O)c1ccccc1
  x	3.6
Clc1ccc(CCNCc2ccc3c(c2)OCO3)c(Cl)c1
  x	-1.1
O=C(O)CC[N+](=O)[O-]
  92.5	x
CCN1CCN(c2ccc([N+](=O)[O-])cc2)CC1
  x	6.0
CN(C)c1ccc(/C=C/c2nc3ccc(I)cc3c(=O)n2-c2ccccc2)cc1
  x	2.3
COc1ccccc1OCCCn1cc(C(=O)c2ccco2)c2ccccc21
  x	3.9
COC(=O)C(O)(c1c[nH]c2ccccc12)C(F)(F)F (stereo not given)
  178.3	-3.7
O=[N+]([O-])c1ccc(O[C@@H]2O[C@H](CO)[C@@H](O)[C@H](O)[C@H]2F)c([N+](=O)[O-])c1
  86.8	x
COc1ccc(C=C(C#N)C#N)cc1OC
  x	2.8
CC(Cc1ccccc1)NC(=O)Cc1ccc(N)cc1 (stereo not given)
  x	-25.6
Cc1ccc(C)c(CN2CCC(n3nnc4cc(F)ccc43)CC2)c1
  98.4	8.5
COc1ccc(-n2nc(C(F)(F)F)cc2-c2ccc(Cl)cc2)cc1
  78.4	x
O=c1c2ccccc2nc(-c2ccccc2)n1-n1cccc1
  110.0	-2.9
O=C1NC(=S)NC(=O)C1=Cc1ccc(-c2cc(Cl)c([N+](=O)[O-])cc2Cl)o1
  x	9.3
O=C1NC(=S)NC(=O)C1=Cc1ccc(OCc2cccc3ccccc23)cc1
  x	16.4
COCCNC(=O)c1c(NC(=O)c2ccco2)n(Cc2ccccc2)c2nc3ccccc3nc12
  133.3	3.4
CC(=O)N(C1=NCCCS1)c1ccccc1F
  93.7	8.4
CC(=O)c1c(O)n(C2CCCCCC2)c(=O)[nH]c1=O
  92.6	0.2
Cn1c(=O)cc(SCC(=O)N2CCC3(CC2)OCCO3)c2ccc(Cl)cc21
  86.1	14.1
Cc1c(Cl)c([N+](=O)[O-])nn1CC(=O)Nc1ccc(Cl)cc1C(=O)c1ccccc1
  64.8	-6.7
CCCCCn1c(=O)c(C(=O)Nc2ccc(OC)cc2)c(O)c2ccccc21
  x	0.0
CCC1(CC)C(=O)NC(=O)N(C(=O)c2ccccc2Br)C1=O
  x	10.8
CCCCn1c(O)c(C(CC)=Nc2ccc(C(=O)O)cc2)c(=O)[nH]c1=O
  93.9	7.2
CC(=O)N1CN2CN(C(C)=O)CC(C(=O)c3ccccc3)(C2)C1
  81.0	9.1
Oc1ccc(Br)cc1CN1CCN(Cc2ccc(Cl)cc2)CC1
  x	7.2
COCCOC(=O)c1c(C)oc2ccc(OC(=O)N(C)C)cc12
  92.5	2.7
Cc1ccc(C(=O)N2CCN(/C(N)=N/[N+](=O)[O-])CC2)cc1[N+](=O)[O-]
  x	-1.3
Clc1ccc(N2CC3CCC(C2)N3)nn1
  86.8	x
O=C1c2ccccc2C(=O)N1Cc1nc2ccccc2c(=O)n1-c1ccncc1
  x	1.5
O=C(c1cc2cc3ccc(Cl)cc3nc2o1)N1CCC2(CC1)OCCO2
  95.6	9.1
COc1cccc(-n2c(/C=C/c3ccc4c(c3)OCO4)nc3ccccc3c2=O)c1
  x	7.4

Not all compounds are listed; count on the stated rates, not on these rows.
